hgDAF-12 ag – hgDAF-12 agonism, primary luciferase screen | HEK293 GAL4-hgDAF12 UAS-luciferase reporter, agonist luminescence; normalized to butyrate control | activation, % at 6.8 µM | 1.8% of 370,000 active | AID 687014;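 active = activation above a cutoff set at the mean of all screened compounds plus 3 SD, cut at about 10% in these data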;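 also: 0% = DMSO wells and 100% = sodium butyrate wells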
ADAM17 inh – ADAM17 inhibition, QFRET primary screen | P78536 | recombinant ADAM17, EDANS/DABCYL FRET peptide cleavage | inhibition, % at 6.95 µM | 0.83% of 370,000 active | AID 720648;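 active = inhibition above the mean of compounds lying between control limits plus 3 SD, set per campaign, cut at about 8.5% in these data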;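 also: 0% = DMSO-only wells as the low control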
Target sequence (P78536 215-824 limits assumed): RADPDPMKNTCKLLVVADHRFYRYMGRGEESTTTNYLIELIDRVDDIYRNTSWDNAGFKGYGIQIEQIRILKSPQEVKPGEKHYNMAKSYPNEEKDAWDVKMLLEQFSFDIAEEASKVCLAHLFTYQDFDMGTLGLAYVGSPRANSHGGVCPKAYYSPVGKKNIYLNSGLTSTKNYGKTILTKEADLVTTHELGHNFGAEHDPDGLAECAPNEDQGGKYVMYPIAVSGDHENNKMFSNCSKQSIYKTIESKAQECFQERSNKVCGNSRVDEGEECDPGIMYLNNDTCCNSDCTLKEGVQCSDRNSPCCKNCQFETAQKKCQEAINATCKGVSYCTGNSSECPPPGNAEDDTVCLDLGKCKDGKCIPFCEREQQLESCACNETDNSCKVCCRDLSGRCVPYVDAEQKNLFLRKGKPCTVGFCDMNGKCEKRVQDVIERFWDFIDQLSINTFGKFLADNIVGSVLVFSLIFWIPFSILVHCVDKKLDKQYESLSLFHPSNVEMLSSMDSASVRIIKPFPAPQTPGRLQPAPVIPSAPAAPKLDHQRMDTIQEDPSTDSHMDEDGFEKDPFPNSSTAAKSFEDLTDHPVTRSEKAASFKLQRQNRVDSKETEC
PLC-gamma1 inh – inhibitors of human phospholipase C gamma1; P19174; inhibition, % at 12.2 µM; 0.84% of 370,000 active; purified PLC-gamma1, fluorogenic substrate, fluorescence; in the data active = inhibition above about 9.5%
MBD2 DNA inh – blocks human MBD2 binding to methylated DNA; Q9UBB5; TR-FRET, MBD2 binding to methylated oligonucleotide; inhibition, % at 4.4 µM; 0.31% of 370,000 active; in the data active = inhibition above about 13%
Rev-erbA mod – modulators of human Rev-erb alpha DNA binding. Rev-erbα–FITC-DNA binding, fluorescence polarization, 90 min. 0.79% of 370,000 active. activity, % at 10 µM. P20393;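 active = activity above about 14%, limit read from the data; passing the limit was not always enough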;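 also: 0% = DMSO wells with 35 nM protein and 100% = DMSO wells with 750 nM protein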
SMARCA2 activ – activators of SMARCA2 function; MG213 cells, MMTV-luciferase reporter, dexamethasone, overnight; activation, % at 9.1 µM; 1% of 370,000 active; AID 652017; in the data active = activation above about 7.8%;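 also: 0% = vehicle wells and 100% = reference activator wells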
ssDAF12 agonist – activates DAF-12 receptor from parasite S. stercoralis; HEK293 ssDAF-12/GRIP1 lit1-tk-luc reporter, luminescence; % of 3 µM dafachronic acid response; activation, % at 6.8 µM; 1% of 370,000 active;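 active = activation above the mean over all tested compounds plus 3 SD, cut at about 0.9% in these data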;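 also: 0% = DMSO-only wells and 100% = 3 µM delta7-dafachronic acid wells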
DAX1 inh-1 – inhibitors of DAX1 repression of SF-1 activated StAR promoter; HEK293T StAR-luciferase reporter, SF-1/DAX-1 repression relief; inhibition, % at 6.8 µM; 1.1% of 370,000 active; AID 652010;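 active = inhibition above the mean over all tested compounds plus 3 SD, cut at about 3.6% in these data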;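 also: 0% = DAX-1 cells with DMSO and 100% = cells lacking DAX-1 with DMSO; higher inhibition means more luminescence from relief of DAX-1 repression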
DAX1 inh-2 – inhibits human nuclear receptor DAX1; HEK293 Gal4-DAX1 luciferase reporter, luminescence; P51843; 0.99% of 340,000 active; AID 504766; inhibition, % at 6.75 µM;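 active = inhibition above the mean over all tested compounds plus 3 SD, cut at about 4.2% in these data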;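 also: 0% = DAX1-transfected cells with DMSO and 100% = empty-vector control cells with DMSO; inhibition shows as a rise in luminescence from relieved DAX1 repression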
Target sequence (P51843 207-470 limits assumed): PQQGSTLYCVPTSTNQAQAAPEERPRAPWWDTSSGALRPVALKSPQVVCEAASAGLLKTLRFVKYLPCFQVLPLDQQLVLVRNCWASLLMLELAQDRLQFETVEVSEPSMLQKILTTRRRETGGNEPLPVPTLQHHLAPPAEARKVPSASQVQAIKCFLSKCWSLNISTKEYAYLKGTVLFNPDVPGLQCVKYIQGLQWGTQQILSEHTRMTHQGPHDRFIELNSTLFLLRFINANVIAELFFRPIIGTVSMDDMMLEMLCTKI
PLCb3 inh – PLC-beta3 (human) inhibition, primary screen | Purified PLC-beta3, fluorogenic substrate, fluorescence | inhibition, % at 12.2 µM | 0.18% of 370,000 active | Q01970; in the data active = inhibition above about 11%;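 also: 0% = median of compound wells on plate and 100% = full blocker control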
hcDAF12 agonist – activators of H. contortus DAF-12 nuclear receptor; HEK293 hcDAF-12 lit1-tk-luc reporter, luminescence; 0% DMSO, 100% Δ7-dafachronic acid; activation, % at 6.8 µM; 1.4% of 370,000 active;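 active = activation above the mean of all tested compounds plus 3 SD, cut at about 5.5% in these data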;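 also: 100% = response to 3 µM Δ7-dafachronic acid high control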
* = called active by the depositor.

What do the screens show for `CC(C)CNC(=S)N1CCN(C)CC1`?
hgDAF-12 ag: 0.3; ADAM17 inh: 0; PLC-gamma1 inh: 3; MBD2 DNA inh: 0; Rev-erbA mod: 4; SMARCA2 activ: -3; ssDAF12 agonist: -0.7; DAX1 inh-1: 1.2; DAX1 inh-2: -0.4; PLCb3 inh: 3; hcDAF12 agonist: 0.7

Results for O=C(CN1C(=O)C2CC=CCC2C1=O)NC1=NCCS1 (stereo not given) ?
hgDAF-12 ag: 0.4; ADAM17 inh: 2; PLC-gamma1 inh: 3; MBD2 DNA inh: 2; Rev-erbA mod: -4; SMARCA2 activ: -3; ssDAF12 agonist: -0.8; DAX1 inh-1: 0.4; DAX1 inh-2: -0.8; PLCb3 inh: 1; hcDAF12 agonist: 0.3

Results for COc1ccc(Nc2nnc(SCC(=O)N3CCCC3)s2)cc1 ?
hgDAF-12 ag: 0.0; ADAM17 inh: 2; PLC-gamma1 inh: 8; MBD2 DNA inh: -4; Rev-erbA mod: -3; SMARCA2 activ: 1; ssDAF12 agonist: -1.4; DAX1 inh-1: -0.4; DAX1 inh-2: 0.2; PLCb3 inh: 10; hcDAF12 agonist: -1.6

What do the screens show for `COC(=O)c1ccc(NC(=O)CN2CCC(NC(=O)c3ccccc3F)CC2)cc1`?
hgDAF-12 ag: 0.0; ADAM17 inh: -2; PLC-gamma1 inh: -2; MBD2 DNA inh: -3; Rev-erbA mod: -6; SMARCA2 activ: -2; ssDAF12 agonist: 0.1; DAX1 inh-1: -3.0; DAX1 inh-2: 0.7; PLCb3 inh: 1; hcDAF12 agonist: -0.8

Results for CN1CCN(C(=O)C2=C[C@@H](C(C)(C)C)C[C@@H](OCc3ccc(CO)cc3)O2)CC1 ?
hgDAF-12 ag: -0.8; ADAM17 inh: -3; PLC-gamma1 inh: -1; MBD2 DNA inh: 3; Rev-erbA mod: -3; SMARCA2 activ: 2; ssDAF12 agonist: -1.4; DAX1 inh-1: 0.1; DAX1 inh-2: 2.0; PLCb3 inh: 1; hcDAF12 agonist: -0.5

What do the screens show for `Cc1ccc(-n2nc(C)c(C3(O)C(=O)N(C(C)C)c4ccccc43)c2N)cc1` (stereo not given)?
hgDAF-12 ag: -3.7; ADAM17 inh: 2; PLC-gamma1 inh: 0; MBD2 DNA inh: -4; Rev-erbA mod: -5; SMARCA2 activ: -1; ssDAF12 agonist: -1.8; DAX1 inh-1: 0.2; DAX1 inh-2: -0.3; PLCb3 inh: 1; hcDAF12 agonist: -1.9

How did NC(=O)COC(=O)c1c2c(nc3ccccc13)CCC2 do in these assays?
hgDAF-12 ag: 2.2; ADAM17 inh: -19; PLC-gamma1 inh: -21; MBD2 DNA inh: -2; Rev-erbA mod: -9; SMARCA2 activ: 0; ssDAF12 agonist: -1.5; DAX1 inh-1: 0.1; DAX1 inh-2: -0.8; PLCb3 inh: -33; hcDAF12 agonist: 0.0

Results for CCOC(=O)C1(Cc2cccc(OC)c2)CCN(Cc2cnc(SC)nc2)CC1 ?
hgDAF-12 ag: -0.6; ADAM17 inh: -2; PLC-gamma1 inh: -3; MBD2 DNA inh: 0; Rev-erbA mod: -4; SMARCA2 activ: -2; ssDAF12 agonist: -1.0; DAX1 inh-1: -0.1; PLCb3 inh: 0; hcDAF12 agonist: -0.5

What do the screens show for `CNc1cncc(-c2cnn(CC(C)C)c2)n1`?
hgDAF-12 ag: 8.8; ADAM17 inh: inactive; PLC-gamma1 inh: -424; MBD2 DNA inh: -1; Rev-erbA mod: 0; SMARCA2 activ: 1; ssDAF12 agonist: -0.4; DAX1 inh-1: 1.6; PLCb3 inh: inactive; hcDAF12 agonist: 0.2

Results for CCOc1ccc(CNS(=O)(=O)c2ccc3c(c2)CC(=O)N3C)cc1 ?
hgDAF-12 ag: -0.3; ADAM17 inh: 1; PLC-gamma1 inh: 2; MBD2 DNA inh: 0; Rev-erbA mod: 1; SMARCA2 activ: -1; ssDAF12 agonist: -1.3; DAX1 inh-1: 0.1; DAX1 inh-2: 0.1; PLCb3 inh: -8; hcDAF12 agonist: -1.1

Results for O=C(N/N=C/c1cn(-c2cccs2)nc1-c1ccccc1)c1ccccc1Br ?
hgDAF-12 ag: 2.1; ADAM17 inh: 5; PLC-gamma1 inh: -4; MBD2 DNA inh: 1; Rev-erbA mod: 6; SMARCA2 activ: 1; ssDAF12 agonist: -1.2; DAX1 inh-1: -0.7; DAX1 inh-2: -0.2; PLCb3 inh: -13; hcDAF12 agonist: -0.5

Results for COc1cccc(NC(=O)Nc2nc(SC(C)(C)C)ns2)c1 ?
hgDAF-12 ag: -0.8; ADAM17 inh: 6; PLC-gamma1 inh: 2; MBD2 DNA inh: 2; Rev-erbA mod: 4; SMARCA2 activ: -3; ssDAF12 agonist: -1.6; DAX1 inh-1: -0.9; DAX1 inh-2: -2.8; PLCb3 inh: -5; hcDAF12 agonist: -1.5

Results for O=C(Cc1cccc2ccccc12)Nc1nc2ccccc2[nH]1 ?
hgDAF-12 ag: -1.7; ADAM17 inh: -1; PLC-gamma1 inh: 6; MBD2 DNA inh: -1; Rev-erbA mod: 1; SMARCA2 activ: -6; ssDAF12 agonist: -1.1; DAX1 inh-1: -0.2; DAX1 inh-2: 0.5; PLCb3 inh: -4; hcDAF12 agonist: -2.0

How did Cc1cccc(NC(=O)c2ccc(NC(=O)c3ccccc3Br)cc2)c1 do in these assays?
hgDAF-12 ag: -2.4; ADAM17 inh: 2; PLC-gamma1 inh: 3; MBD2 DNA inh: 2; Rev-erbA mod: 1; SMARCA2 activ: -1; ssDAF12 agonist: -1.3; DAX1 inh-1: -1.8; DAX1 inh-2: -0.2; PLCb3 inh: -3; hcDAF12 agonist: -4.2

How did CC(C)COc1ccc(-c2nnn(CC(=O)N3CCCC3)n2)cc1 do in these assays?
hgDAF-12 ag: 3.2; ADAM17 inh: -1; PLC-gamma1 inh: 4; MBD2 DNA inh: 0; Rev-erbA mod: 4; SMARCA2 activ: 9.9*; ssDAF12 agonist: -1.1; DAX1 inh-1: -0.9; DAX1 inh-2: 0.1; PLCb3 inh: 5; hcDAF12 agonist: 3.8

What do the screens show for `O=C1CC(N2CCCCCC2)C(=O)N1c1ccc(F)cc1` (stereo not given)?
hgDAF-12 ag: -0.4; ADAM17 inh: -4; PLC-gamma1 inh: -1; MBD2 DNA inh: 7; Rev-erbA mod: 1; SMARCA2 activ: -3; ssDAF12 agonist: -2.0; DAX1 inh-1: -0.2; DAX1 inh-2: 3.1; PLCb3 inh: -1; hcDAF12 agonist: -0.8

What do the screens show for `CCOc1cccc(C(=O)Nc2cccc(-c3nnc(-c4ccccc4)o3)c2)c1`?
hgDAF-12 ag: 1.5; ADAM17 inh: 0; PLC-gamma1 inh: -2; MBD2 DNA inh: -2; Rev-erbA mod: 0; SMARCA2 activ: 1; ssDAF12 agonist: -1.3; DAX1 inh-1: 0.3; DAX1 inh-2: -0.5; PLCb3 inh: 4; hcDAF12 agonist: -1.2

Results for Cc1ccc(NCC(=O)N/N=C/c2ccc(OC(=O)c3ccco3)cc2)cc1 ?
hgDAF-12 ag: 0.3; ADAM17 inh: 0; PLC-gamma1 inh: 1; MBD2 DNA inh: -1; SMARCA2 activ: 4; ssDAF12 agonist: -1.4; DAX1 inh-1: 0.6; DAX1 inh-2: 0.5; PLCb3 inh: 2; hcDAF12 agonist: -1.7

Results for CN(C)c1ccc(C(=O)OCC(=O)NC2CCCCCC2)cc1 ?
hgDAF-12 ag: -1.4; ADAM17 inh: 3; PLC-gamma1 inh: 5; MBD2 DNA inh: 3; Rev-erbA mod: 1; SMARCA2 activ: -1; ssDAF12 agonist: -1.6; DAX1 inh-1: 0.4; DAX1 inh-2: -0.5; PLCb3 inh: 0; hcDAF12 agonist: 0.4

Results for O=C(COC(=O)c1ccco1)NCc1ccccc1Cl ?
hgDAF-12 ag: 0.1; ADAM17 inh: -1; PLC-gamma1 inh: 1; MBD2 DNA inh: -1; Rev-erbA mod: 1; SMARCA2 activ: 3; ssDAF12 agonist: -1.4; DAX1 inh-1: -0.2; DAX1 inh-2: 0.1; PLCb3 inh: -3; hcDAF12 agonist: -1.6

Results for C/C(N)=C(/C#N)C(=O)CSc1nnnn1-c1ccccc1 ?
hgDAF-12 ag: 4.1; ADAM17 inh: 2; PLC-gamma1 inh: -1; MBD2 DNA inh: -1; Rev-erbA mod: -1; SMARCA2 activ: 0; ssDAF12 agonist: 0.4; DAX1 inh-1: 0.6; DAX1 inh-2: 0.4; PLCb3 inh: 3; hcDAF12 agonist: 2.1

How did CCCCC(=O)Nc1cccc(NC(=S)NC(=O)COc2ccccc2Cl)c1 do in these assays?
hgDAF-12 ag: 2.5; ADAM17 inh: 3; PLC-gamma1 inh: 4; MBD2 DNA inh: -1; Rev-erbA mod: 2; SMARCA2 activ: 2; ssDAF12 agonist: -1.1; DAX1 inh-1: -0.7; DAX1 inh-2: -0.6; PLCb3 inh: 0; hcDAF12 agonist: -3.0

Results for CCCc1[nH]nc2c1C(C1CC=CCC1)C(C#N)=C(N)O2 (stereo not given) ?
hgDAF-12 ag: 5.5; ADAM17 inh: 1; PLC-gamma1 inh: -4; MBD2 DNA inh: 2; Rev-erbA mod: 6; SMARCA2 activ: -4; ssDAF12 agonist: -1.3; DAX1 inh-1: -0.6; DAX1 inh-2: -0.2; PLCb3 inh: -1; hcDAF12 agonist: -1.2

Results for O=C(OCCN1CCCCC1)c1c[nH]c2ccccc12 ?
hgDAF-12 ag: 1.8; ADAM17 inh: -4; PLC-gamma1 inh: 0; MBD2 DNA inh: -1; Rev-erbA mod: -3; SMARCA2 activ: 0; ssDAF12 agonist: -0.9; DAX1 inh-1: 2.3; DAX1 inh-2: 0.3; PLCb3 inh: -1; hcDAF12 agonist: -0.1

What do the screens show for `COCCSc1nnc(NC(=O)c2ccc3c(c2)OCO3)s1`?
hgDAF-12 ag: 2.9; ADAM17 inh: -2; PLC-gamma1 inh: -1; MBD2 DNA inh: 0; Rev-erbA mod: 3; SMARCA2 activ: 3; ssDAF12 agonist: -0.2; DAX1 inh-1: 1.3; DAX1 inh-2: 2.7; PLCb3 inh: -4; hcDAF12 agonist: -0.6

How did CC(C)(C)OC(=O)N[C@@H](Cc1ccccc1)C(=O)N1CCC(C(=O)NCC(=O)O)CC1 do in these assays?
hgDAF-12 ag: -1.3; ADAM17 inh: -6; PLC-gamma1 inh: 7; MBD2 DNA inh: 5; Rev-erbA mod: -1; SMARCA2 activ: 0; ssDAF12 agonist: -1.1; DAX1 inh-1: 0.4; DAX1 inh-2: 1.2; PLCb3 inh: 3; hcDAF12 agonist: -0.7

What do the screens show for `Cc1onc(-c2ccccc2Cl)c1-c1nc(-c2ccccn2)no1`?
hgDAF-12 ag: 0.7; ADAM17 inh: 1; PLC-gamma1 inh: 1; MBD2 DNA inh: -1; Rev-erbA mod: -2; SMARCA2 activ: 3; ssDAF12 agonist: -1.1; DAX1 inh-1: -1.5; DAX1 inh-2: -1.6; PLCb3 inh: -1; hcDAF12 agonist: -1.4
